Screening results: PubChem, National Center for Advancing Translational Sciences (NCATS)
EPAC1 antagonist: EPAC1 (human) antagonism; O95398; EPAC1 GEF assay, Rap1b-BODIPY-GDP exchange fluorescence; Potency, µM (series often up to 115 µM), for inactives: at the top dose activity change, negative = inhibition, usual class: inhibitors; hit rate 0.14% among 360,000; AID 720709;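 note: potency is the fitted concentration of half-maximal effect; plate controls were vehicle for no effect and positive control for full effect; nearly all actives have a fitted effect of over 50% in size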
Target sequence (O95398 whole entry, looked up): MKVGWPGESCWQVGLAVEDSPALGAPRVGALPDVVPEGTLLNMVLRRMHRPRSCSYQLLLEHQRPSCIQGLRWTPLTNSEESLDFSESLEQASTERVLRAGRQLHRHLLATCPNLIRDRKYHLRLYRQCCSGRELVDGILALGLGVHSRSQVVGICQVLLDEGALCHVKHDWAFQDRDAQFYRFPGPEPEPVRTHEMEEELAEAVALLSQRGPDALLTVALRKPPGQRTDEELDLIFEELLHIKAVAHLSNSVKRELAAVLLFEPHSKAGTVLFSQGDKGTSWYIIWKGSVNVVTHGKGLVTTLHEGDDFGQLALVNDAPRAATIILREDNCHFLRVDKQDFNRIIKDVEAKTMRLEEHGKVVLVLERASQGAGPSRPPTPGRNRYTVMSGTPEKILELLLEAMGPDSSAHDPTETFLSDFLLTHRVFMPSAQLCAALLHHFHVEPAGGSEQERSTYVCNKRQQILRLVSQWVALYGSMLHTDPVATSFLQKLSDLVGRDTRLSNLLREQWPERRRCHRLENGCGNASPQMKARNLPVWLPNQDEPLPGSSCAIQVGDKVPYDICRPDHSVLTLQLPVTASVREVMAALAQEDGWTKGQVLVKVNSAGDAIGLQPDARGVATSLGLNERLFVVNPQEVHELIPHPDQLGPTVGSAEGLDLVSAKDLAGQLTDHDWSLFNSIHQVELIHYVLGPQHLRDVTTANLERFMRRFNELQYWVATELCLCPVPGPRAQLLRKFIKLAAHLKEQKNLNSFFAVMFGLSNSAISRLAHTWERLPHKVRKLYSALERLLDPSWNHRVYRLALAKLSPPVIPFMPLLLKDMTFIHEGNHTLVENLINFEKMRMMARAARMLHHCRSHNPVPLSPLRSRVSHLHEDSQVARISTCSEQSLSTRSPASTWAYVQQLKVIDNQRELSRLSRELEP
PLK1 PBD block: blocks phosphopeptide binding to human PLK1 polo-box domain; Plk1 PBD binding of FITC phosphopeptide, fluorescence polarization; Potency, µM, without a hit: max response, negative = inhibition, actives largely listed as inhibitors; hit rate 2.8% among 360,000; note: potency is the fitted concentration of half-maximal effect; series mostly up to about 57 µM; % is set by controls: 0 for no effect and ±100 for the full control effect; nearly all actives have a fitted effect of over 65% in size
PI5P4Ka inh: inhibitors of human PI5P4K alpha. P48426. PI5P4Kalpha enzyme, ADP-Glo luminescence, 60 min; active compounds read low. max response, %. hit rate 1.2% among 330,000. AID 652105; active = max response of -50% or lower; inconclusive = between -30% and -50%; inactive = -30% or higher; note: value at the top dose of about 77 µM; % is set by controls: 0 for no effect and ±100 for the full control effect
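ADP-Glo luminescence end-point after a 60 min room-temperature kinase reaction. PI5P4Kalpha and substrate in HEPES pH 7.4 buffer with EGTA, 0.1% CHAPS and 5% DMSO; ATP at 5 microM final.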
MmCpn inh: inhibitors of Methanococcus maripaludis chaperonin (MmCpn) | purified Mm-Cpn ATPase, ADP Transcreener TR-FRET | Potency, µM (series often up to 76.9 µM), for inactives: at the top dose activity, negative = inhibition, actives largely listed as inhibitors | hit rate 0.031% among 330,000; note: potency is the fitted concentration of half-maximal effect; % is set by controls: 0 for no effect and ±100 for the full control effect; nearly all actives have a fitted effect of over 80% in size
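Purified archaeal chaperonin (25 nM final) was preincubated with compound for 10 min at 37°C, then ATP (10 uM final) was added for 30 min at 37°C in Tris pH 7.4/KCl/MgCl2/DTT buffer. ADP was quantified by HTRF Transcreener TR-FRET.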
EPAC1 agonist: agonists of human EPAC1. O95398. EPAC1 agonist qHTS, biochemical assay; response scale: 100% = response to 6.5 mM cAMP. Potency, µM (titrated, usually from 154 µM), for the others: at the top dose activation, actives largely listed as activators. hit rate 0.073% among 360,000. AID 720707; note: potency is the fitted concentration of half-maximal effect; nearly all actives have a fitted effect of over 60% in size
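Multi-concentration qHTS readout: loss of Rap1B-bound BODIPY-GDP fluorescence driven by 100 nM EPAC1 with excess GDP (50 uM), monitored kinetically at room temperature; agonist response expressed relative to 6.5 mM cAMP.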
CCT chaperon mod: changes cytosolic chaperonin activity; AID 651819; hit rate 0.3% among 360,000; purified chaperonin ATPase assay, HTRF ADP detection, 30 min; activity change, % (test concentration not listed), hits read low; in the data active = activity change below about -30%; note: % is set by controls: 0 for no effect and ±100 for the full control effect
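Nucleotide hydrolysis assay: TRiC at 20–40 nM final (set by batch activity) with 10 uM ATP, 30 min at 37 °C, in presence of 76 uM compound. Detection by competitive ADP HTRF, 30 min ambient.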
WRN helicase inh: WRN helicase (human) inhibition | Q14191 | WRN helicase unwinding, fluorescent forked duplex, kinetic | Potency, µM (top dose mostly 114 µM), without a hit: at the highest dose activity change, negative = inhibition, hits mostly inhibitors | hit rate 0.46% among 360,000; note: potency is the fitted concentration of half-maximal effect; % is set by controls: 0 for no effect and ±100 for the full control effect; nearly all actives have a fitted effect of over 55% in size
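Kinetic red-fluorescence monitoring (525/598 nm) tracks WRN helicase activity after 100 nM fluorophore-quencher forked duplex and 2 mM ATP are added to 20 nM enzyme pretreated 15 min at room temperature with compound.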
EPAC2 antagonist: EPAC2 (human) antagonism; Q8WZA2; EPAC2 GEF exchange of Rap1B-BODIPY-GDP, fluorescence; Potency, µM (top dose mostly 114 µM), for the others: at the highest dose activity, negative = inhibition, hits mostly inhibitors; hit rate 0.18% among 360,000; note: potency is the fitted concentration of half-maximal effect; % is set by controls: 0 for no effect and ±100 for the full control effect; nearly all actives have a fitted effect of over 45% in size; many of its hits are not listed in these tables
* marks the source's active call; other numbers are inactive results; ? = inconclusive; · = no result given; & = joins results of further samples; [ ] = dose if it differs, or a comment. Unless noted, calls come from the whole dose curve; as a rule, active = well fitted curve in the direction sought with a large enough effect; inconclusive = small, poorly fitted or top-dose-only effect, or another doubt; inactive = no such curve, though single readings can be large; an effect the other way counts as inactive or inconclusive.

SMILES	EPAC1 antagonist	PLK1 PBD block	PI5P4Ka inh	MmCpn inh	EPAC1 agonist	CCT chaperon mod	WRN helicase inh	EPAC2 antagonist
Cc1cccc(N(CC(O)CN2CCOCC2)S(=O)(=O)c2ccccc2)c1 (configuration not stated)	-26%	-10%	2	1%	4%	-2.6	-2%	2%
CCOC(=O)Cc1ccc(Nc2nc(NCc3cccs3)nc3ccsc23)cc1	-19%	8%	-19	·	3%	1.6	-17%	-13%
C=CCn1c2ccccc2c2nnc(SCc3ccc4nonc4c3)nc21	15%	-4%	·	2%	-1%	0.3	3%	7%
NS(=O)(=O)c1ccc(NC(=O)CN2CCCN(S(=O)(=O)c3ccc(F)cc3)CC2)cc1	10%	-15%	1	1%	-4%	-24	-11%	12%
Cc1ccc(OCCn2cc(C#N)c3ccccc32)cc1	-25%	-5%	19	2%	7%	1.8	-14%	-6%
CC(Sc1ccc(S(=O)(=O)N2CCN(C)CC2)cn1)C(=O)NC1CCCCC1 (configuration not stated)	-22%	-12%	2	-1%	0%	-0.7	8%	-1%
O=C(c1ccccc1)c1ccc(OCC(O)CNC2CCCc3ccccc32)cc1 (configuration not stated)	?	3%	22	0%	0%	-2.1	-11%	3%
Cc1ccc(S(=O)(=O)N2CCC3(CC2)OCCO3)s1	-24%	-3%	4	0%	-11%	-1.2	4%	-2%
CCOC(=O)CNC(=O)c1cn(CC)c(=O)c2cc(OC)c(OC)cc12	5%	-6%	-2	0%	5%	0.4	-4%	-2%
NS(=O)(=O)c1ccc(CNS(=O)(=O)c2ccc(Cl)nc2)cc1	-25%	-22%	-2	?	-8%	-0.9	-7%	0%
COc1ccc(NC(=O)C2CCCN(c3nn4c(=O)cc(C)nc4s3)C2)c(OC)c1 (configuration not stated)	18%	5%	-5	-3%	-2%	-0.8	5%	6%
COc1nc(Cc2ccc(Cl)cc2)nc2ccccc12	-13%	-6%	-4	-7%	-10%	-2.9	0%	6%
Cc1ccc(C(=O)OCC(=O)Nc2cccc(Br)c2)s1	-14%	-7%	4	·	10%	1.2	-5%	-14%
COCC(O)CSc1nc(C)[nH]c1[N+](=O)[O-] (configuration not stated)	10%	-6%	·	0%	-5%	-5.7	4%	8%
COc1ccc(OC(C)C(=O)N2CCCc3ccccc32)cc1 (configuration not stated)	-16%	-11%	4	?	3%	0.5	4%	-6%
Cc1ccc(N2C(=O)CC(Sc3ccccc3C(=O)O)C2=O)c([N+](=O)[O-])c1 (configuration not stated)	10%	?	-5	1%	7%	2.0	-5%	-4%
CCCNC(=O)C1(C)CCN(Cc2csc3ccccc23)C1 (configuration not stated)	-1%	-1%	0	·	-3%	-1.6	3%	5%
CCN1C(=O)[C@@H]2[C@@H](c3ccc(-c4ccc5c(c4)OCO5)cc3)N3CCCC[C@@]3(C(=O)OC)[C@@H]2C1=O	1%	-6%	7	0%	-18%	-7.7	-3%	-3%
O=C(COC(=O)Cn1ccc(=O)[nH]c1=O)Nc1ccc(F)cc1	0%	3%	0	-3%	1%	1.7	-6%	17%
Clc1cnc(Nc2cccnc2)c(Cl)c1	-7%	-4%	6	0%	0%	0.2	-4%	7%
COc1ccccc1C(=O)COC(=O)c1ccc(-n2cnnn2)cc1	7%	-9%	4	-13%	-11%	0.8	-28%	9%
CCOC(=O)CCc1c(C)n(CC)c2cc(-c3ccccc3OC)nn2c1=O	15%	-5%	3	0%	-1%	-2.6	-1%	-9%
CCOc1cccc(/C=C/c2ccc3cccc(O)c3n2)c1OC	-10%	-23%	24	0%	0%	1.4	-18%	-11%
CCN1C(=O)C(CC(=O)Nc2ccc(Cl)cc2)N(NC(=O)c2ccncc2)C1=S (configuration not stated)	10%	-8%	7	0%	-3%	-0.6	-26%	-18%
O=C(CSc1nc2ccccc2n1CCc1ccccc1)NC1CCS(=O)(=O)C1 (configuration not stated)	-3%	-4%	1	3%	-2%	-1.9	-2%	0%
Cn1cnnc1SCC(=O)N1N=C(c2ccc(Cl)cc2)CC1c1ccco1 (configuration not stated)	-12%	-8%	7	-1%	6%	-1.9	5%	1%
CCN1CCN(c2ccc(S(=O)(=O)N3CCOCC3)cc2NC(=O)c2ccccc2SC)CC1	2%	-1%	-5	-2%	12%	-5.9	-9%	4%
CCN1C(=O)c2ccccc2S(=O)(=O)c2ccc(C(=O)NC(C)C)cc21	0%	4%	3	0%	-12%	-2.2	-1%	4%
COc1c(Cl)cccc1-c1cn2ccc(C)cc2n1	2%	0%	2	-2%	2%	0.3	-10%	-9%
Cc1ccccc1C(=O)NN1CC(C(=O)OCc2ccc(Cl)c(Cl)c2)CC1=O (configuration not stated)	13%	2%	4	2%	3%	1.8	-2%	-15%
COc1ccc(Cl)cc1NC(=O)CSc1nc(=O)n(CCN(C)C)c2c1CCCC2	-8%	-7%	-1	1%	8%	-2.6	8%	-3%
CCOC(=O)c1ccc(N2C(=O)Cc3ccccc3C2=O)cc1	7%	-21%	-15	?	2%	-0.7	-6%	0%
CC1(C)CNC(=O)c2sc(N3CCCCC3)nc2C1	-5%	-11%	·	1%	5%	-0.8	11%	8%
O=C(c1cc([N+](=O)[O-])ccc1N1CCCCC1)N1CCc2ccccc21	-24%	-15%	-1	-11%	7%	-2.5	-1%	-16%
Nc1ccc(N2CCN(C(=O)c3ccco3)CC2)cc1	0%	-3%&1%	·	0%	-1%	0.9	?	-5%
CCOc1ccccc1NS(=O)(=O)c1cc2c3c(c1)CC(=O)N3CCC2	5%	-9%	3	3%	10%	-0.4	5%	0%
CC1=C(C(=O)O)N2C(=O)C(NC(=O)c3ccn(C)n3)C2SC1 (configuration not stated)	5%	?	?	-1%	-5%	2.1	-6%	18%
CN(C)NC(=S)NC(=O)C12CC3CC(CC(C3)C1)C2	17%	-11%	2	?	4%	-1.3	-3%	-5%
Cc1ccc(S(=O)(=O)CC(=O)N2CCCC2)cc1	-20%	0%	8	0%	4%	1.4	-6%	-16%
COc1ccccc1CNC(=O)CN(c1ccc(C)cc1)S(=O)(=O)c1c(C)nn(C)c1C	10%	-6%	·	1%	2%	-2.6	5%	-2%

Of the compounds above, 4 have a thiophene ring, fused or not:
SMILES	EPAC1 antagonist	PLK1 PBD block	PI5P4Ka inh	MmCpn inh	EPAC1 agonist	CCT chaperon mod	WRN helicase inh	EPAC2 antagonist
CCOC(=O)Cc1ccc(Nc2nc(NCc3cccs3)nc3ccsc23)cc1	-19%	8%	-19	·	3%	1.6	-17%	-13%
Cc1ccc(S(=O)(=O)N2CCC3(CC2)OCCO3)s1	-24%	-3%	4	0%	-11%	-1.2	4%	-2%
Cc1ccc(C(=O)OCC(=O)Nc2cccc(Br)c2)s1	-14%	-7%	4	·	10%	1.2	-5%	-14%
CCCNC(=O)C1(C)CCN(Cc2csc3ccccc23)C1 (configuration not stated)	-1%	-1%	0	·	-3%	-1.6	3%	5%

Later entries.
SMILES	EPAC1 antagonist	PLK1 PBD block	PI5P4Ka inh	MmCpn inh	EPAC1 agonist	CCT chaperon mod	WRN helicase inh	EPAC2 antagonist
CCNc1nc(NCC)n2c(SCC(=O)Nc3cccc(Cl)c3)nnc2n1	-3%	-4%	0	-1%	-6%	-1.6	-15%	-12%
O=C(c1nn2c(C(F)(F)F)cc(-c3ccc(F)cc3)nc2c1Cl)N1CCOCC1	0%	27µM*	5	-3%	-3%	-2.3	-1%	6%
Cc1cccc(C)c1NC(=O)c1c[nH]c2ccccc12	-16%	-5%	-6	0%	-15%	1.1	-18%	-27%
CNS(=O)(=O)c1cccc(C(=O)OCC(=O)c2cc(C)n(-c3ccc4c(c3)OCO4)c2C)c1	5%	-5%	0	1%	1%	3.0	-8%	7%[57.1 µM]
CC(=O)c1ccc(NC(=O)C2CC(=O)Nc3nc4ccccc4n32)cc1 (configuration not stated)	-16%	-3%	-3	1%	-15%	-0.6	1%	7%
CCOc1ccc(OCCC(=O)OCC(=O)Nc2cccc(S(=O)(=O)N3CCCCC3)c2)cc1	-23%	-7%	0	·	-1%	2.6	-15%	-7%

2 entries drawn at random from those above:
SMILES	EPAC1 antagonist	PLK1 PBD block	PI5P4Ka inh	MmCpn inh	EPAC1 agonist	CCT chaperon mod	WRN helicase inh	EPAC2 antagonist
Cc1cccc(C)c1NC(=O)c1c[nH]c2ccccc12	-16%	-5%	-6	0%	-15%	1.1	-18%	-27%
CCNc1nc(NCC)n2c(SCC(=O)Nc3cccc(Cl)c3)nnc2n1	-3%	-4%	0	-1%	-6%	-1.6	-15%	-12%

A few values from the results shown.
Reading of CNS(=O)(=O)c1cccc(C(=O)OCC(=O)c2cc(C)n(-c3ccc4c(c3)OCO4)c2C)c1 in PLK1 PBD block: -5%
Reading of CC(=O)c1ccc(NC(=O)C2CC(=O)Nc3nc4ccccc4n32)cc1 (configuration not stated) in PI5P4Ka inh: -3
Reading of O=C(c1nn2c(C(F)(F)F)cc(-c3ccc(F)cc3)nc2c1Cl)N1CCOCC1 in EPAC1 antagonist: 0%
Reading of CCOc1ccc(OCCC(=O)OCC(=O)Nc2cccc(S(=O)(=O)N3CCCCC3)c2)cc1 in WRN helicase inh: -15%

This is a subset; the hit share may differ from the screen's.
